Screening results (PubChem BioAssay)
SW480 rerep – DNA re-replication induction in SW480 cells; SW480 DNA re-replication, Hoechst DNA content imaging, 48 h; Potency, µM (doses to about 46.1 µM), inactives show at the highest dose re-replication activation, most hits filed as activators; 340,000 tested, 1.8% active; AID 624297; further: potency means the concentration at half of the fitted maximal effect; % of control where 0% means no effect; nearly all actives have a fitted effect of over 55% in size
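Compounds, transferred as 23 nL by pin tool, were incubated with cells for 48 hr; DNA content per nucleus was then quantified by Hoechst staining and fluorescence plate imaging.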
ATXN2 expr inh – inhibitors of ATXN2 expression. HEK-293 ATXN2-luciferase reporter, luminescence, 24 h. Potency, µM (doses to about 57 µM), inactives show at the highest dose activity change, negative = inhibition, actives largely listed as inhibitors. 360,000 tested, 0.72% active. AID 1745845; further: potency means the concentration at half of the fitted maximal effect; on the % scale 0 is the no-effect control and ±100 the full control effect; nearly all actives have a fitted effect of over 55% in size
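ATXN2-luciferase reporter cells (luciferase flanked by upstream and downstream ATXN2 gene portions) were treated 24 h at 37 °C with compounds at up to 57 uM. SteadyGlo luminescence gave expression; GF-AFC fluorescence gave viability.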
IL1B secr inh – blocks inflammasome-driven IL-1 beta release; activity change, % at 57.5 µM; 360,000 tested, 4.7% active; THP-1 LPS/ATP IL-1B secretion, AlphaLISA, 16 h; stronger effect = lower value; in the data active means activity change below about -50%; inconclusive means mostly about -30% to -49%; further: on the % scale 0 is the no-effect control and ±100 the full control effect
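Secreted IL-1B measured by AlphaLISA bead assay after 16 h compound exposure of THP-1 cells; compounds (final up to 57.5 uM) added 1 h before LPS (250 ng/mL) and ATP (1.25 mM) stimulation; lower signal means less secretion.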
KB-3-1 cytotox – kills parental KB-3-1 adenocarcinoma cells. KB-3-1 viability, CellTiter-Glo ATP luminescence, 72 h. Potency, µM (series often up to 46.1 µM), without a hit: at the top dose activity change, negative = cytotoxic, actives largely listed as cytotoxic. 400,000 tested, 1.4% active; further: potency means the concentration at half of the fitted maximal effect; on the % scale 0 is the no-effect control and ±100 the full control effect; nearly all actives have a fitted effect of over 60% in size
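Using CellTiter-Glo luminescence, growth of non-resistant KB-3-1 adenocarcinoma cells is assessed 72 h after pin-tool compound addition at 37 °C. Normalized responses across the concentration series yield fitted curves.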
HT1080NT lethal – kills 2HG-producing HT-1080-NT fibrosarcoma cells; HT-1080-NT fibrosarcoma viability, CellTiter-Glo ATP luminescence, 48 h; Potency, µM (top dose mostly 46.1 µM), for the others: top-dose activity, negative = less viability, actives largely listed as cytotoxic; 360,000 tested, 1.6% active;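 further: NT is the 2HG producing partner of a matched IDH1 knockdown line; potency means the concentration at half of the fitted maximal effect; 0% = DMSO-treated cells and -100% = media-only wells without cells; nearly all actives have a fitted effect of over 55% in size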
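750 cells/well, RPMI + 5% FBS; 2 h settle, compound pin-transfer, 48 h at 37 degrees C. CellTiter-Glo 10 min RT, luminescence. Normalized to DMSO and media-only wells.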
HepG2 tox – counter-screen for TGF-b inhibitors: cytotoxicity in HepG2 cells; AID 588856; Potency, µM (doses to about 46.1 µM), for inactives: at the top dose activity change, negative = cytotoxicity, hits mostly cytotoxic; HepG2 CAGA-GFP viability, ATP luminescence, 18 h; 410,000 tested, 0.76% active; further: potency means the concentration at half of the fitted maximal effect; some results filed as inactive show a strong effect at the top dose
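HepG2 CAGA-GFP cells (1000/well, DMEM with 1% FBS) received compound, then TGF-beta at 500 pg/mL final, and were incubated 18 hours at 37 degrees C. Viability was read by CellTiter-Glo luminescence. Media-only wells were set as complete cell-killing and DMSO as no toxicity.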
MCF10A rereplic – inducers of DNA re-replication in MCF 10A breast cells | MCF 10A DNA re-replication, Hoechst nuclear intensity, 48 h | AID 624296 | 350,000 tested, 2.9% active | Potency, µM (series often up to 46.1 µM), for inactives: at the highest dose activity, positive = re-replication, most hits filed as activators; further: potency means the concentration at half of the fitted maximal effect; % of control where 0% means no effect; nearly all actives have a fitted effect of over 50% in size
HT1080 IDH1KD tx – toxicity to HT-1080 IDH1 knockdown cells (counter line) | HT-1080 IDH1 knockdown viability, ATP luminescence, 48 h | Potency, µM (highest dose often 46.1 µM), for inactives: top-dose activity, negative = toxicity, actives largely listed as cytotoxic | 360,000 tested, 2% active | AID 686971;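 further: potency means the concentration at half of the fitted maximal effect; 0% = DMSO wells and -100% = cell-free medium wells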
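Viability of IDH1-knockdown HT-1080 fibrosarcoma cells was assessed by CellTiter-Glo after 48 h at 37 °C with titrated compound; concentration-effect curves were classified by fit quality and response size.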
S2 tox – viability counter-screen for ATXN expression inhibitors | S2 cells (HEK-293 line with an ATXN2-luciferase reporter) viability, CellTiter-Fluor protease fluorescence, 24 h | Potency, µM (series often up to 56.7 µM), most hits filed as cytotoxic | 400,000 tested, 0.49% active | AID 651635; further: potency means the concentration at half of the fitted maximal effect; nearly all actives have a fitted effect of over 40% in size
Numbers without * were called inactive; i = inactive; ? = inconclusive; nt = not tested or not shown; & = joins results of further samples; [ ] = dose if it differs, or a comment. Unless noted, the call rests on the fitted dose curve; in most records, active means well fitted curve in the direction sought with a large enough effect; inconclusive means small, poorly fitted or top-dose-only effect, or another doubt; inactive means no such curve, though single readings can be large; an effect the other way counts as inactive or inconclusive.

A first look, 2 compounds:
cpd	canonical_smiles	SW480 rerep	ATXN2 expr inh	IL1B secr inh	KB-3-1 cytotox	HT1080NT lethal	HepG2 tox	MCF10A rereplic	HT1080 IDH1KD tx	S2 tox
1	CN(C)C(=O)CSc1nnc(-c2ccncc2)n1Cc1ccco1	1%	nt	13	3%	11%	0%	-5%	7%	i
2	O=C(Nc1ccccc1)c1cccc(N2CCCC2=O)c1	1%	26%	-13	-2%	-1%	-54%	0%	-4%	i

The list itself, repeating the preview:
cpd	canonical_smiles	SW480 rerep	ATXN2 expr inh	IL1B secr inh	KB-3-1 cytotox	HT1080NT lethal	HepG2 tox	MCF10A rereplic	HT1080 IDH1KD tx	S2 tox
1	CN(C)C(=O)CSc1nnc(-c2ccncc2)n1Cc1ccco1	1%	nt	13	3%	11%	0%	-5%	7%	i
2	O=C(Nc1ccccc1)c1cccc(N2CCCC2=O)c1	1%	26%	-13	-2%	-1%	-54%	0%	-4%	i
3	O=C(NCc1ccccn1)c1cccs1	-5%	14%	18	-1%	-2%	-3%	2%	-7%	i
4	Cc1ccc(O)c(-c2cc(-c3ccccc3C)[nH]n2)c1	?	2%	-95*	?	-3%	11µM*	?	-11%	?
5	CCCC[C@H]1COCCS(=O)(=O)N1Cc1cccc([N+](=O)[O-])c1	0%	-2%	-5	13%&9%	3%	2%&-18%	-2%	1%	i
6	Cc1c(-c2ccccc2)nc2ccccc2c1C(=O)OCC(=O)Nc1ncc(C(F)(F)F)cc1Cl	4%	-1%	0	16%	-7%	-13%	?	-13%	i
7	O=C(NC1(C(F)(F)F)C(=O)Nc2c1c(=O)[nH]c(=O)n2-c1ccccc1)c1ccccc1Cl (stereo unspecified)	nt	6%	nt	9%	nt	-2%	nt	nt	i
8	O=C(COC(=O)c1cc(=O)[nH]c2ccccc12)NC1CCCC1	-11%	10%	-15	14%	28%	-2%	-7%	12%	i
9	CC(Sc1nnc(N)s1)C(=O)NCc1ccc2c(c1)OCO2 (stereo unspecified)	-15%	nt	-9	0%	3%	9%	-2%	3%	i
10	CCN1C(=O)[C@H]2[C@@H](c3ccc(C(F)(F)F)cc3)N[C@]3(CCCN(Cc4ccc(Br)cc4)C3=O)[C@H]2C1=O	nt	-20%	-20	-6%	-8%	-14%	nt	-12%	?
11	O=C(c1cc(COc2cccc(C(F)(F)F)c2)on1)N1CCCC1	nt	nt	?	3%	0%	-26%	nt	-11%	i
12	Cc1nc(N2CCN(c3ccccc3)CC2)[nH]c(=O)c1C	2%	-15%	1	7%	15%	-17%	-2%	?	i
13	CN1CCCNc2nc3ccccc3nc21	18%	7%	-4	12%	1%	3%	1%	-2%	i
14	CN(CCc1ccccc1)C(=O)c1cccc(NC(=O)Cc2cccc(NC(=O)C3CCN(C(=O)C4CCCCC4)CC3)c2)c1	-1%	-6%	6	-4%	1%	0%	-5%	1%	i
15	Cc1ccc(NC(=O)c2cnccn2)c(C)c1	-4%	nt	-7	0%	8%	0%	4%	9%	?
16	COc1ccc(NC(=O)Nc2ccc3c(c2)C(=O)N([C@H](C)CO)C[C@H](C)[C@@H](CN(C)C(=O)Nc2ccc4c(c2)OCO4)O3)cc1	0%	8%	-2	-5%	0%	-8%	8%	-4%	i
17	CCCCC(=O)Nc1ccc(C(=O)OC2CCCCC2)cc1	10%	13%	-9	?	?	-15%	12%	?	i
18	CC(C)CCN1CCC(CN2CCNC(=O)C2=O)CC1	-87%[inhibitor]	5%	0	22%	17%	7%	-2%	13%	i
19	O=C(NCCc1ccccc1)C1(c2ccccc2)CC1(Cl)Cl (stereo unspecified)	2%	7%	-7	-12%	-3%	-21%	0%	-9%	i
20	Cc1nn(C)c(C)c1S(=O)(=O)N1CCC(C(=O)Nc2ccc3c(c2)OCCO3)CC1	3%	8%	38	3%	2%	-1%	0%	11%	i
21	CN(C1CCCCC1)S(=O)(=O)c1cccc(C(=O)Nc2ccccn2)c1	0%	4%	-7	-6%	-1%	-11%	-4%	1%	i
22	O=C(c1ccc2c(c1)CCN2S(=O)(=O)c1ccc(Cl)cc1)N1CCN(c2ccccc2F)CC1	nt	-12%	nt	-7%	nt	-12%	nt	nt	?
23	O=C(N1CCOCC1)N1CCN(c2ccccc2F)CC1	-3%	-36%	-5	-11%	-6%	-27%	19%	-25%	i
24	COc1ccc(-c2nn(CCC(=O)O)cc2/C=C2\SC(N)=NC2=O)cc1OC	0%	10%	18	9%	16%	3%	-5%	19%	i
25	Cc1ccc2cc(C(c3nnnn3CC3CCCO3)N3CCCC4(CCCCC4)C3)c(=O)[nH]c2c1 (stereo unspecified)	-2%	9%	-16	5%	5%	-17%	-7%	6%	i
26	COc1ccc(-n2c(O)c(C=Nc3ccccc3)c3ccccc3c2=O)cc1	?	-13%	14	?	9%	2%	?	6%	?
27	CSc1nnc(-c2cccc(NC(=O)c3ccccc3)c2)n1C	-15%	-10%	21	7%	16%	5%	0%	16%	i
28	COc1ccc(C(=O)Oc2cc(N)n(S(=O)(=O)c3ccc(C)cc3)n2)cc1	-11%	-24%	-1	5%	13%	-36%	0%	10%	i
29	COc1cc(CNc2ncn[nH]2)ccc1OCc1cccc(C)c1	-15%	nt	-14	-13%	-5%	-18%	17%	0%	i
30	COc1ccc2[nH]c3c(c2c1)CCN1C(=O)N([C@@H](C)C(=O)NCc2ccccc2OC)C(=O)[C@]31C	2%	-7%	-8	0%	6%	-12%	?	1%	i
31	CCc1ccc(NC(=O)C2=CC(c3ccc4c(c3)OCO4)=NS(=O)(=O)N2C)cc1	nt	-12%	nt	11%	nt	-33%	nt	nt	i
32	CCC(C)NC(=O)c1cccc(OCc2c(C)noc2C)c1 (stereo unspecified)	?	-6%[11.3 µM]	-16	13%	4%	-22%	2%	1%	i
33	Cc1ccc(NC(=O)/C(C#N)=C/c2ccccc2C(F)(F)F)cc1	-2%	2%	-24	16%	21%	-20%	?	6%	i
34	O=[N+]([O-])c1ccc(Sc2n[nH]c(-c3ccncc3)n2)nc1	-17%	nt	7	0%	-4%	-6%	3%	-3%	i
35	Cc1ccc(-c2noc(CCC(=O)NCc3ccc4c(c3)OCO4)n2)cc1	0%	-7%	15	3%	?	3%	0%	-1%	i
36	COc1ccc(NC(=O)c2ccco2)c(NC(=O)c2ccc([N+](=O)[O-])cc2)c1	-4%	-1%	13	-1%	-17%	2%	?	-8%	i
37	Cc1cccc(OC(C)C(=O)N2CCN(Cc3ccc4c(c3)OCO4)CC2)c1 (stereo unspecified)	-2%	-21%	0	-1%	-2%	-23%	?	-1%	i
38	COc1ccccc1C(=O)N/N=C(\C)CC(=O)Nc1ccccn1	-21%	12%	24	7%	-14%	-7%	-18%	-1%	i
39	Cc1ccc(F)c(S(=O)(=O)NC(=O)C2(C)CCN2C(=O)C2(c3ccc(Cl)cc3)CC2)c1 (stereo unspecified)	nt	11%	0	-4%	-4%	0%	nt	1%	i
40	CC1(C(=O)Nc2ccc(Cl)c(Cl)c2)CCN1Cc1cc2ccccc2o1 (stereo unspecified)	nt	16%	0	0%	18%	1%	nt	2%	i
41	Cc1cccc(N/C(N)=N/c2nc(C(F)(F)F)cc(C(F)(F)F)n2)c1	2%	5%	4	11%	17%	0%	-3%	12%	i
42	O=C(Oc1ccc(N2C(=O)CCC2=O)cc1)c1ccco1	-3%	5%	-1	1%	0%	1%	-2%	5%	i
43	Cc1ccc(-n2c(SCc3ccccc3F)nc3[nH]ncc3c2=O)cc1C	nt	?	nt	-11%	nt	-113%	nt	nt	?
44	Cc1nc2c(C(=O)NCCC(C)C)c[nH]n2c(=O)c1Cl	?	2%	9	13%	0%	-17%	-29%	0%	i
45	COCCN(C(=O)CSc1nnc(-c2cccc(F)c2)n1N)c1c(N)n(Cc2ccccc2)c(=O)[nH]c1=O	-9%	10%	4	10%	8%	-2%	-4%	11%	i
46	COc1ccc(Cc2nnc(SCC(=O)N3CCCC(C)C3)o2)cc1 (stereo unspecified)	-2%	-18%	?	-19%	14%	9%	12%	9%	?
47	COc1ccc2cc3cc(C(=O)N4CCN(C5CCCCC5)CC4)oc3nc2c1	4%	6%	25	-13%	6%	6%	-1%	2%	i
48	COCCCNC(=O)/C(C#N)=C/c1c(N2CCN(C)CC2)nc2ccccn2c1=O	?	nt	4	3%	0%	-3%	21µM*	0%	nt
49	COc1cccc(C(C)(O)c2nc(-c3cnn(C)c3)cs2)c1 (stereo unspecified)	nt	1%	-11	-11%	-7%	-20%	nt	4%	i
50	CC(C)(O)c1[nH]c2ccc(C#N)cc2c1C(C)(C)O	1%	5%	31	8%	-6%	4%	0%	3%	i
51	COc1ccc(OC)c(Nc2nc(N)c([N+](=O)[O-])c(NCc3ccccc3)n2)c1	?	-19%	nt	-15%	21%	-30%	-9%	10%	i
52	COC(=O)c1c(N)c(C#N)c2n1CCCCC2	-12%	9%	-7	1%	-14%	-32%	?	0%	i
53	Cc1cc(=O)[nH]c(N/N=C/c2ccco2)n1	-9%	3%	0	3%	10%	4%	4%	8%	?
54	COc1ccc(CCN(C(=O)C(F)(F)F)C(C(=O)NC2CCCCC2)c2ccc(C)s2)cc1OC (stereo unspecified)	11%	2%	4	-11%	8%	-17%	2%	11%	i
55	CC(C)N(CCn1cnc2c([nH]c3ccccc32)c1=O)C(C)C	-1%	-3%	7	-4%	-3%	-3%	3%	-9%	i
56	CCn1cc(CNC(=S)Nc2cccc3ccccc23)cn1	-1%	?	18	?	-9%	4%	-2%	-3%	i
57	CSc1ncccc1C(=O)OCC(=O)N(C)C	-4%	-3%	-6	0%	17%	-33%	-1%	17%	i
58	CCOc1ccc(Nc2ncnc3scc(-c4ccc(OC)cc4)c23)cc1	nt	-1%	nt	8%	nt	-26%	nt	nt	i
